# Pf Dd2 inh: P. falciparum Dd2 growth inhibition; SYBR Green, 72 h; hits give low values; activity change, % at 10 µM; hit rate 2.3% among 94,000; AID 1159554; in the data active = activity change below about -80%; inconclusive = no clear call, values can overlap the other calls
# C diff HTS: blocks growth of Clostridium difficile. Clostridium difficile clinical isolate growth, OD600, 24 h; hits give low values. growth activity, negative = inhibition, % at 16 µg/mL (by protocol). hit rate 0.25% among 86,000;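 active = mean growth activity at or below -80% and every replicate also at or below -80%; inconclusive = mean at or below -80% but some replicate above -80%; inactive = mean growth activity above -80%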;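 note: 0% = DMSO wells and -100% = levofloxacin 16 µg/mL wells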
# GASC1 inh: KDM4C (human) demethylase inhibition; hit rate 0.15% among 96,000; GST-KDM4C 2-372, H3K9me3 peptide, LANCE TR-FRET; inhibition, % at 12.5 µM; Q9H3R0;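 active = mean replicate inhibition above about 25%, with at least 55% of replicates also reaching it, limit read from the data, passing the limit was not always enough; inconclusive = only one of those two conditions met; inactive = neither condition met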
# Target sequence (Q9H3R0 2-372 limits assumed): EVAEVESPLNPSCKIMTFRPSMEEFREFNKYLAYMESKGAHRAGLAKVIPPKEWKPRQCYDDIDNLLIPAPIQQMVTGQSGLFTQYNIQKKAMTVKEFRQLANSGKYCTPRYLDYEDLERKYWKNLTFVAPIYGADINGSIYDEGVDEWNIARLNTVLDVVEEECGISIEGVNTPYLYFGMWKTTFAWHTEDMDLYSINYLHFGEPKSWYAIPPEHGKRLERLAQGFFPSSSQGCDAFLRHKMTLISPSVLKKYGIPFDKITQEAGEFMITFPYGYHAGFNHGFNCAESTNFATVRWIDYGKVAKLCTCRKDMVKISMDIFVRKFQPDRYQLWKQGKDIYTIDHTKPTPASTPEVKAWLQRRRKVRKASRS
#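 material = GST-tagged GASC-1 (JMJD2C) catalytic fragment, aa 2-372 | amount = enzyme final amount 10 nM | medium = HEPES buffer, pH 7.5, plus ascorbate | also added = H3K9me3 peptide substrate, Fe(II), 2-oxoglutarate | dosing = single dose | times = 30 min demethylation and 1 h detection at room temperature | detection = LANCE TR-FRET | read-out basis = Fall in 671/618 emission ratio as inhibition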
# T cruzi growth: blocks T. cruzi growth in NIH3T3 culture | T. cruzi beta-gal in NIH3T3, GalScreen luminescence, 90 h | inhibition, % at 8.34 µM | hit rate 5.9% among 77,000 | AID 624255;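 active = mean inhibition above about 93%, with at least 55% of replicates each passing it, limit read from the data, passing the limit was not always enough; inconclusive = only one of those two conditions holds; inactive = neither condition holds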
# * = called active by the depositor; ? = inconclusive; nt = not tested or not shown; & = joins results of further samples; ! = a repeat was not active. Outcome played no part in choosing rows, and some 7% of all compounds hit somewhere here.
smiles,Pf Dd2 inh,C diff HTS,GASC1 inh,T cruzi growth
C/C=C/c1ccc2c(c1)O[C@@H](CN(C)CC1CCCC1)[C@H](C)CN([C@H](C)CO)S2(=O)=O,-27,4,0.0,44
CN1C(=O)c2cc(NC(=O)C3CCCCC3)ccc2OC[C@H]2O[C@H](CC(=O)NCc3ccccc3F)CC[C@H]21,-22,-1,1.0,-26
CN(C)CC#Cc1ccc([C@@H]2[C@H](CO)N3CCCCN(C(=O)C4CC4)C[C@@H]23)cc1,19,3,nt,91
CN1C(=O)c2cc(NC(=O)c3cscn3)ccc2OC[C@H]2O[C@H](CC(=O)NCc3ccc(Cl)c(Cl)c3)CC[C@@H]21,-20,11,0.6,32
C[C@@H]1CN([C@@H](C)CO)C(=O)CCCn2nncc2CO[C@H]1CN(C)C(=O)c1ccncc1,10&0,-4,0.0,15&-13
C[C@H](CO)N1C[C@H](C)[C@H](CN(C)C(=O)Nc2ccc3c(c2)OCO3)Oc2ccc(NC(=O)Cc3ccccc3)cc2CC1=O,-25,-4,0.3,-15
C[C@H]1CN([C@@H](C)CO)C(=O)c2cc(NS(=O)(=O)c3ccc(F)cc3)ccc2O[C@@H]1CN(C)C,17,-1,1.3,43
COc1ccccc1NC(=O)N1CCCCN2[C@H](C1)[C@@H](c1ccc(-c3ccccc3)cc1)[C@@H]2CO,-50,31,nt,86
Cc1ccc(S(=O)(=O)N2CC[C@H]3[C@H](CO)Nc4ccc(-c5ccc(C#N)cc5)cc4[C@H]32)cc1,-14,2,-2.2,nt
CS(=O)(=O)Nc1ccc2c(c1)[C@H]1C[C@H](CC(=O)NCc3ccc(Cl)cc3)O[C@@H](CO)[C@H]1O2,28,-4,-2.3,14
CC(C)C#Cc1cnc2c(c1)C(=O)N([C@@H](C)CO)C[C@@H](C)[C@@H](CN(C)Cc1cncnc1)O2,18,-1,-1.0,-50
COc1ccc2c3c(n(C)c2c1)[C@H](CO)N(C)CC31CN(C(=O)Nc2c(C)noc2C)C1,-13,-3,0.5,nt
C[C@H]1CN([C@@H](C)CO)C(=O)c2c(c3ccccc3n2C)-c2ccccc2CO[C@H]1CN(C)S(=O)(=O)c1ccc(C#N)cc1,-85*,nt,-0.4,29
CC(C)C#Cc1ccc2c(c1)O[C@H](CN(C)C(=O)C1CC1)[C@@H](C)CN([C@@H](C)CO)S2(=O)=O,-21,-8,0.4,nt
COc1cc(CN2CC3(CCN(C(=O)CN4CCOCC4)CC3)c3c(n(C)c4cc(OC)ccc34)[C@@H]2CO)cc(OC)c1,-74,-5,0.4,nt

# The last 5 compounds of the section above come first, to join the parts:
smiles,Pf Dd2 inh,C diff HTS,GASC1 inh,T cruzi growth
CC(C)C#Cc1cnc2c(c1)C(=O)N([C@@H](C)CO)C[C@@H](C)[C@@H](CN(C)Cc1cncnc1)O2,18,-1,-1.0,-50
COc1ccc2c3c(n(C)c2c1)[C@H](CO)N(C)CC31CN(C(=O)Nc2c(C)noc2C)C1,-13,-3,0.5,nt
C[C@H]1CN([C@@H](C)CO)C(=O)c2c(c3ccccc3n2C)-c2ccccc2CO[C@H]1CN(C)S(=O)(=O)c1ccc(C#N)cc1,-85*,nt,-0.4,29
CC(C)C#Cc1ccc2c(c1)O[C@H](CN(C)C(=O)C1CC1)[C@@H](C)CN([C@@H](C)CO)S2(=O)=O,-21,-8,0.4,nt
COc1cc(CN2CC3(CCN(C(=O)CN4CCOCC4)CC3)c3c(n(C)c4cc(OC)ccc34)[C@@H]2CO)cc(OC)c1,-74,-5,0.4,nt
CCNC(=O)C[C@H]1CC[C@@H]2[C@@H](COc3ccc(NC(=O)c4ccc(C(F)(F)F)cc4)cc3C(=O)N2C)O1,0,11,-0.2,13
CCCNC(=O)Nc1ccc2c(c1)C(=O)N(C)C[C@H](OC)[C@@H](C)CN[C@@H](C)CO2,27,nt,-0.4,1
C[C@H]1CN([C@@H](C)CO)S(=O)(=O)c2ccc(Br)cc2O[C@@H]1CN(C)C(=O)Cc1cccnc1,nt,2,-0.8,-3
C[C@H](NC(=O)C[C@@H]1CC[C@@H]2[C@H](COc3ccc(NS(=O)(=O)c4ccc(Cl)cc4)cc3C(=O)N2C)O1)c1ccccc1,-17,-7,-0.7,84
CC(C)NC(=O)N(C)C[C@H]1Oc2ccc(NC(=O)NC3CCCCC3)cc2C(=O)N([C@H](C)CO)C[C@@H]1C,6,-6,0.5,-39
COCC(=O)Nc1ccc2c(c1)[C@@H]1C[C@@H](CC(=O)N3CCN(C)CC3)O[C@H](CO)[C@@H]1O2,29,2,-5.0,-9
CC(C)NC(=O)Nc1ccc2c(c1)C(=O)N([C@H](C)CO)C[C@@H](C)[C@H](CN(C)Cc1ccncc1)OCCCC[C@H](C)O2,7,2,0.9,-32
C[C@H]1CN([C@@H](C)CO)C(=O)c2cc(NS(C)(=O)=O)ccc2O[C@@H]1CN(C)CC1CCCCC1,-12,5,12,57
COCCNC(=O)C[C@H]1C[C@@H]2c3cc(NS(=O)(=O)c4ccccc4)ccc3O[C@@H]2[C@@H](CO)O1,16,nt,0.5,22
CN(C)CCCNC(=O)C[C@H]1CC[C@@H]2[C@H](COC[C@@H](O)CN2C(=O)c2ccncc2)O1,25,0&-3,6.9,-15
COc1cccc(S(=O)(=O)N(C)C[C@@H]2Oc3ncc(C#CC(C)C)cc3C(=O)N([C@@H](C)CO)C[C@@H]2C)c1,-39,-7,-1.9,56
CCCC(=O)Nc1ccc2c(c1)C(=O)N(C)C[C@@H](OC)[C@@H](C)CN(C)[C@@H](C)CO2,40,3,-1.2,-67
CN(C)C(=O)C[C@H]1CC[C@H](NC(=O)Nc2cccc(F)c2)[C@@H](CO)O1,17,1,-0.7,nt
COc1ccc(-c2cnc3c(c2)C(=O)N([C@@H](C)CO)C[C@H](C)[C@@H](CN(C)C(=O)C2CCC2)O3)cc1,6,1,0.7,11
CN(C)CCCNC(=O)C[C@H]1CC[C@H]2[C@H](COc3ccc(NC(=O)c4ccccc4F)cc3C(=O)N2C)O1,12,-4,1.0,54
O=C(C[C@@H]1CC[C@H](NC(=O)CC2CC2)[C@H](CO)O1)NCc1ccc(-c2ccccc2)cc1,8,-6,0.3,-95
C[C@H](CO)N1C[C@H](C)[C@@H](CN(C)C)Oc2c(NS(=O)(=O)c3ccc(F)cc3)cccc2C1=O,2,-1,-0.4,nt
O=C(C[C@@H]1C=C[C@H](NC(=O)c2ccc(F)cc2)[C@H](CO)O1)NCc1ccncn1,1,-1,0.8,1
C[C@@H]1CN([C@H](C)CO)S(=O)(=O)c2ccc(-c3ccc(C#N)cc3)cc2O[C@H]1CN(C)C(=O)Nc1cc(F)ccc1F,-56&-51,2&3,15,109*!
CN1C(=O)c2cc(NC(=O)c3cccs3)ccc2OC[C@@H]2O[C@@H](CC(=O)O)CC[C@@H]21,21,2,-2.4,14
CO[C@H]1CN(C)C(=O)c2ccc(NC(=O)C3CC3)cc2OC[C@@H](C)N(Cc2nccs2)C[C@@H]1C,nt,nt,0.2,-5
O=C(CCN1CCCCC1)N[C@@H]1CC[C@H](CCn2cc(-c3ccc(F)cc3)nn2)O[C@H]1CO,9,-3,-1.4,5
CCCC(=O)Nc1ccc2c(c1)C(=O)N(C)[C@H]1CC[C@H](CC(=O)NCCOC)O[C@@H]1CO2,11,-4,0.1,-12
COc1ccc(CN(C)C[C@@H]2Oc3ccc(NS(=O)(=O)c4ccc(F)cc4)cc3C(=O)N([C@H](C)CO)C[C@H]2C)cc1,1,1,4.6,-12
CCCN1[C@@H]2c3ccc(C4=CCCC4)c(=O)n3C[C@H]1[C@H](CO)[C@H]2C(=O)NCc1ccccn1,2,2,1.2,-23
COc1ccc(NC(=O)Nc2ccc3c(c2)C(=O)N([C@@H](C)CO)C[C@H](C)[C@@H](CN(C)C(=O)C2CCCCC2)OCCCC[C@@H](C)O3)cc1,?,-10,0.4,95*
O=C(C[C@H]1C[C@@H]2c3cc(NC(=O)C4CCOCC4)ccc3O[C@@H]2[C@H](CO)O1)NCc1cccnc1,12,-5,-0.3,26
Cc1noc(C)c1S(=O)(=O)Nc1ccc2c(c1)C(=O)N([C@@H](C)CO)C[C@H](C)[C@@H](CN(C)Cc1ccc(C(=O)O)cc1)O2,16,nt,-2.0,-23
CCC(=O)N[C@@H]1C=C[C@H](CC(=O)NCc2cc(F)cc(F)c2)O[C@@H]1CO,-24,nt,0.9,-34
COc1ccc(S(=O)(=O)Nc2cccc3c2O[C@@H](CN(C)CC2CCCCC2)[C@H](C)CN([C@H](C)CO)C3=O)cc1,2,nt,1.0,2
CC(C)NC(=O)Nc1ccc2c(c1)C(=O)N([C@@H](C)CO)C[C@H](C)[C@@H](CN(C)S(=O)(=O)c1cccs1)OCCCC[C@@H](C)O2,nt,2,-0.3,nt
N#Cc1ccc(-c2ccc([C@@H]3[C@H](CO)N4CCCCN(C(=O)Nc5ccc(F)cc5)C[C@@H]34)cc2)cc1,-67,37,-1.4,50
Cc1noc(C)c1S(=O)(=O)N(C)C[C@H]1OCc2ccccc2-c2c(n(C)c3ccccc23)C(=O)N([C@@H](C)CO)C[C@H]1C,-89*,2,8.1,84
C[C@@H]1CN([C@@H](C)CO)C(=O)c2cc(NS(=O)(=O)c3ccccc3)ccc2O[C@@H](C)CCCCO[C@@H]1CN(C)S(=O)(=O)c1ccc(F)cc1,-32,-1,0.3,54
CCCC#Cc1ccc([C@H]2[C@@H](C#N)N(C(=O)C3CCC3)[C@H]2CO)cc1,-55,-2,0.0,93
CO[C@@H]1CN(C)C(=O)c2ccc(NS(=O)(=O)CC(F)(F)F)cc2OC[C@H](C)N(C)C[C@@H]1C,-27,-2,15,-18
N#C[C@@H]1[C@@H](c2ccccc2-c2cccc(F)c2)[C@H](CO)N1C(=O)Cc1cccnc1,-15,10,1.1,nt
C[C@@H]1CCCCO[C@@H](CN(C)S(=O)(=O)c2ccc(Cl)cc2)[C@@H](C)CN([C@@H](C)CO)C(=O)c2cc(NC(=O)Nc3ccccc3)ccc2O1,-77,nt,-0.2,0
Cc1noc(C)c1NC(=O)Nc1cccc2c1O[C@H](CN(C)C(=O)NC1CCCCC1)[C@H](C)CN([C@@H](C)CO)C2=O,-34,-2,0.5,8
C[C@H]1CN([C@@H](C)CO)C(=O)c2cc(/C=C/c3ccccc3)cnc2O[C@H]1CN(C)C(=O)c1cnccn1,-3,-3,1.2,nt
Cc1ccc(S(=O)(=O)NCC[C@H]2CC[C@@H](NC(=O)CCN3CCCCC3)[C@@H](CO)O2)cc1,12,1,-1.7,10
C[C@@H]1CN([C@H](C)CO)C(=O)c2cc(C#C[C@@H](C)O)cnc2O[C@@H]1CN(C)C(=O)Nc1ccc(C(F)(F)F)cc1,6,3,1.5,nt
C[C@H]1CN([C@@H](C)CO)S(=O)(=O)c2ccc(C3=CCCC3)cc2O[C@H]1CN(C)CC1CC1,-54,15,0.4,-30
CCCNC(=O)N(C)C[C@H]1Oc2cc(-c3cccnc3)ccc2S(=O)(=O)N([C@@H](C)CO)C[C@@H]1C,-1,0,-0.5,?
CNC[C@@H]1OCCCC[C@@H](C)Oc2ccc(NC(=O)Cc3ccccc3)cc2C(=O)N([C@H](C)CO)C[C@H]1C,42,-4,-4.9,74
COc1ccccc1-c1ccc([C@H]2[C@@H](C#N)N(C(=O)C3CCC3)[C@H]2CO)cc1,-32,7,-0.8,52
COc1ccc(S(=O)(=O)Nc2ccc3c(c2)C(=O)N([C@H](C)CO)C[C@@H](C)[C@@H](CN(C)C(=O)Cc2ccccc2)OCCCC[C@H](C)O3)cc1,-70,8,0.1,73
O=C(c1cccc(F)c1)N1CC[C@@H]2[C@H](CO)Nc3ccc(C#Cc4cccc(F)c4)cc3[C@@H]21,-37,60,7.0,93
C[C@@H]1CN([C@H](C)CO)C(=O)c2c(c3ccccc3n2C)-c2ccccc2CO[C@H]1CN(C)Cc1ccncc1,-14,nt,1.4,-31
C[C@@H]1CN([C@H](C)CO)C(=O)c2cc(NC(=O)Nc3ccc(C(F)(F)F)cc3)ccc2O[C@@H](C)CCCCO[C@H]1CN(C)C(=O)C1CCCCC1,-45,12,0.0,122*
C[C@H](CO)N1C[C@H](C)[C@H](CN(C)S(=O)(=O)c2cccs2)OCCCC[C@H](C)Oc2ccc(NC(=O)Cc3ccccc3)cc2C1=O,-48,-2,-0.9,2
CN1[C@@H]2Cn3c(ccc(-c4ccc(F)cc4)c3=O)[C@H]1[C@@H](C(=O)N1CCCCC1)[C@@H]2CO,nt,2,0.7,1
C[C@H](CO)N1C[C@H](C)[C@@H](CN(C)S(=O)(=O)c2ccc(C(F)(F)F)cc2)OCc2ccccc2-c2c(n(C)c3ccccc23)C1=O,-90*,-4,-1.3,nt

# Assay outcomes as filed in PubChem BioAssay.
